cardiac RTF act: increases calcium sensitivity of human cardiac regulated thin filaments | P19429+P45379 | IANBD-labeled TnC RTF fluorescence at EC20 calcium; 0% EC20 calcium, 100% full calcium | activation, % at 7.2 µM | 0.24% of 340,000 active | AID 493008;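 active = activation above the mean over all tested compounds plus 3 SD, cut at about 30% in these data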;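 also: rise in fluorescence read as greater calcium sensitivity of cardiac thin filaments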
LANA DNA inh: inhibitors of KSHV LANA C-terminal domain DNA binding | inhibition, % at 9 µM | MBP-C-LANA/FAM-LBS DNA binding, fluorescence polarization | 0.078% of 340,000 active | AID 504423;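 active = highest replicate inhibition at or above 60% at 9 µM, even if other replicates fall short; inactive = all replicates below 60% inhibition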;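 also: 0% = neutral control wells and 100% = 4 µM acridine orange control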
Cardiac RTF inh: cardiac RTF calcium desensitization | P19429+P45379 | IANBD-labeled cardiac RTF, Ca2+ fluorescence | inhibition, % at 7.15 µM | 0.12% of 340,000 active;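 active = inhibition above the mean inhibition of all tested compounds plus 3 SD, cut at about 17% in these data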;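 also: assay run at fixed EC70 calcium of 1.6 mM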
HTR5A inv ctr: HTR5A inverse agonism, opioid heterodimer counter-screen; P47898; 0.083% of 340,000 active; inhibition, % at 9.3 µM; HTR5A cell line, luminescence; in the data active = inhibition mostly above about 23%, no sharp cut-off; inactive = mostly below about 18%;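 also: 0% = cells with DMSO and 100% = no-cell wells with DMSO; some compounds called inactive have numbers as strong as hits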
Target sequence (P47898 whole entry, looked up): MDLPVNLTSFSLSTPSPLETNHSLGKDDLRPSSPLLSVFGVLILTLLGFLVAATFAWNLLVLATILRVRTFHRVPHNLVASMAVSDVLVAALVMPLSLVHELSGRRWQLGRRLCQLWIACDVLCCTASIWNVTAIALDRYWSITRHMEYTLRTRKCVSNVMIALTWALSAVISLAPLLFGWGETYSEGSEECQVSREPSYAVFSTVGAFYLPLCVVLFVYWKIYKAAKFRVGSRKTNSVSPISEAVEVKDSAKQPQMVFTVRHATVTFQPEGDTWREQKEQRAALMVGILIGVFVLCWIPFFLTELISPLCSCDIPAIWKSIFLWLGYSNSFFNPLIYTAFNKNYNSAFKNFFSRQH
CAL-PDZ inh HTS: inhibitors of human CAL PDZ peptide binding; purified CAL PDZ, TMR-peptide fluorescence polarization, 1 h; inhibition, % at 24.9 µM; 0.92% of 300,000 active;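 active = mean inhibition of at least 30% with at least half of replicates also reaching 30%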;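 also: 0% = DMSO neutral control and 100% = excess unlabeled competitor peptide PRC23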
V-ATPase pH: yeast V-ATPase proton transport regulation by pHLuorin. S. cerevisiae, pHLuorin cytosolic pH fluorescence. response, % at 10 µM. 0.37% of 350,000 active; in the data active = response mostly above about 7.3%, no sharp cut-off; inactive = mostly below about 5.4%; also: actives read high; inactives centre near 0; some compounds called inactive have numbers as strong as hits; reference of the scale not given here
OPRM1-OPRD1 ag: agonists of human mu-delta opioid receptor heterodimerization; P35372+P41143; 0.3% of 340,000 active; cells, OPRM1-OPRD1 heterodimerization, luminescence; activation, % at 9.3 µM; AID 504326; in the data active = activation above about 18%;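 also: 0% = vehicle-treated cells and 100% = reference agonist; values of inactives mirror those of a sister screen read the other way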
HTR5A ag: activates human HTR5A in OPRM1-OPRD1 agonist counter-screen; P47898; HTR5A agonist assay, luminescence, cell-based; activation, % at 9.3 µM; 0.61% of 340,000 active; in the data active = activation mostly above about 9.5%, no sharp cut-off; inactive = mostly below about 7.6%;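 also: 0% = cells with vehicle only and 100% = reference agonist; strong numbers were not always called active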
Keap1-Nrf2 PPI: Keap1-Nrf2 (human) interaction inhibition | Q14145 | Keap1 Kelch-Nrf2 peptide fluorescence polarization, 1536-well | inhibition, % at 9.4 µM | 0.15% of 340,000 active | AID 504523; in the data active = inhibition above about 12%;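 also: human Keap1 Kelch domain with fluorescein labeled Nrf2 9mer peptide probe; 0% = neutral control wells and 100% = peptide positive control; higher means more block of Keap1 binding to Nrf2 peptide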
Target sequence (Q14145 whole entry, looked up, the tested form may be a part): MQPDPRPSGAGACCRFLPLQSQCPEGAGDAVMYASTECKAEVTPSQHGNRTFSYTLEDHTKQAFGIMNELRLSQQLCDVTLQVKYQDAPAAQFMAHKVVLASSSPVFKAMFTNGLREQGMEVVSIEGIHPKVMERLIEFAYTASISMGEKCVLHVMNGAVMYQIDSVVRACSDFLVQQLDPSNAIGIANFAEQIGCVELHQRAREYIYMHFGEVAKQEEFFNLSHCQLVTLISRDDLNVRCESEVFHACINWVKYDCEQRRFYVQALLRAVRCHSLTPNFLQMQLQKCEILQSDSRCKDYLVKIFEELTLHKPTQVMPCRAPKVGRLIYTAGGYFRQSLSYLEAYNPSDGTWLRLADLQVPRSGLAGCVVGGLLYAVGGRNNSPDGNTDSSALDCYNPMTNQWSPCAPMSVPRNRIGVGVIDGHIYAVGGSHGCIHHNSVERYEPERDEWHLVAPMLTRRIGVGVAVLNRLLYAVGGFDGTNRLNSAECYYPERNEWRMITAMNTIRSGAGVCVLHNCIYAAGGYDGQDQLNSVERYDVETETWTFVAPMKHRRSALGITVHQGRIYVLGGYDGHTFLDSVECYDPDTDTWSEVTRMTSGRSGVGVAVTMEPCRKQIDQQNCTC
MOR-DOR inv ag: inverse agonists of human mu-delta opioid receptor heterodimerization; 0.21% of 340,000 active; P35372+P41143; AID 504357; cell-based MOR-DOR heterodimer luminescence, inverse agonism; inhibition, % at 9.3 µM; in the data active = inhibition above about 22%, passing the limit was not always enough;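 also: 0% = cells with DMSO and 100% = wells without cells with DMSO; values of inactives mirror those of a sister screen read the other way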
An asterisk follows results filed as active; . = no result given.

SMILES	cardiac RTF act	LANA DNA inh	Cardiac RTF inh	HTR5A inv ctr	CAL-PDZ inh HTS	V-ATPase pH	OPRM1-OPRD1 ag	HTR5A ag	Keap1-Nrf2 PPI	MOR-DOR inv ag
O=C(CN1CCCCC1)NC1CCc2cc3c(cc21)CCC3 (stereo not drawn)	-1.7	0.6	-11.0	2.6	.	-5.6	0.4	2.6	-5.8	-1.9
COc1ccc(C(=O)NNC(=O)Cc2ccc(Cl)cc2)cc1	-2.4	0.7	-2.5	-2.4	-0.9	1.2	0.3	1.6	1.4	-1.5
O=C(NNC(=O)C1CCCCC1)c1ccco1	6.2	-0.4	1.0	2.2	1.4	2.3	-3.1	-0.8	4.0	15.8
O=C(Nc1ccccc1-c1ccccc1)NC1CC2CCCC(C1)N2Cc1ccc(F)cc1 (stereo not drawn)	3.5	0.0	1.1	-4.3	-3.6	0.5	0.8	-0.7	-6.6	-3.8
Cc1ccnc(NC(=O)CNC(=O)C23CC4CC(CC(C4)C2)C3)c1	-8.0	-0.3	-4.2	6.2	-2.3	-2.6	-2.5	-0.6	-3.7	12.3
O=C(Nc1ccccc1F)N1CCc2ccccc2C1	3.0	-0.6	0.1	19.9	-1.3	0.4	1.6	1.3	-4.2	-10.8
Cc1cccc(NC(=O)CSC2=NN3CCCC(=O)N=C3S2)c1C	-2.2	-0.7	2.0	4.2	.	3.4	-1.5	-1.5	0.3	7.7
C#CCOCCOCCOCCNc1nc(N2CCOCC2)nc(N2CCN(C(=O)[C@H](Cc3cc4ccccc4[nH]3)n3cc([C@@H](N)CC(C)C)nn3)CC2)n1	-7.9	-1.8	-12.5	-42.0	-0.4	-3.5	-3.2	0.6	4.0	14.7
Cc1cc(C)nc(N=Nc2c(O)n(Cc3ccc(Cl)cc3)c3ccccc23)n1	-4.3	-2.6	-10.8	20.3	-2.1	-0.2	-0.1	1.2	-3.5	0.3
O=C(Nc1ccccc1)N1CCN(c2ccc(C(F)(F)F)cn2)CC1	-1.8	0.6	7.2	18.4	.	1.4	-0.9	-7.0	-1.6	5.6
O=C(Cn1ncc2c3ccccc3n(Cc3ccc(Cl)cc3)c2c1=O)NCCCN1CCCC1=O	-0.5	-1.2	4.1	-5.0	-1.8	-1.9	-1.4	-2.7	-3.6	7.4
C=CCn1c(COc2ccccc2)nnc1SCC(=O)C(C)(C)C	-1.8	-0.7	0.6	-25.5	-6.6	2.7	-3.6	3.4	-3.9	15.2
O=C(NNS(=O)(=O)c1ccccc1C(F)(F)F)c1cccc(S(=O)(=O)Nc2ccccc2Cl)c1	-3.0	3.2	4.3	-4.3	-5.0	-2.8	-0.1	1.5	-2.3	0.3
O=C1COc2ccc(C(=O)COC(=O)Cc3ccsc3)cc2N1	5.3	-0.6	-8.9	13.2	-4.2	0.6	-2.7	-1.2	-1.5	13.7
CC(=O)Nc1ccc(S(=O)(=O)Nc2ccc(S(=O)(=O)N3CCCCCC3)cc2)cc1	-3.0	-0.7	12.1	5.4	-3.0	1.2	-1.5	1.1	-3.1	9.2
CN(CC(=O)Nc1ccccc1C(F)(F)F)C(=O)Cn1c(=O)oc2ccccc21	5.0	-1.0	6.2	-2.8	-1.1	-3.7	-0.8	1.1	-6.0	4.3
COc1c2occc2c(OC(C)=O)c2c(=O)cc(C)oc12	7.0	-0.2	-0.7	6.5	-3.7	-5.3	1.3	-1.7	3.5	-7.3
CCn1c(SCC(=O)N2CCCC2)nc2c(c1=O)SC(C)C2 (stereo not drawn)	-0.1	0.0	-6.1	-16.5	0.0	0.8	-1.1	-2.4	-2.4	6.4
C#CCOCCOCCOCCNc1nc(N2CCN(C(=O)[C@H](Cc3ccc(O)cc3)n3cc([C@@H](N)C(C)CC)nn3)CC2)nc(N2CCN(C(=O)[C@H](Cc3cc4ccccc4[nH]3)n3cc([C@@H](N)C(C)CC)nn3)CC2)n1 (stereo partly drawn)	-2.0	-2.3	-2.0	-10.9	-4.6	-13.0	-1.9	-1.7	-3.7	10.4
CCc1ccc2c(COC(=O)c3n[nH]c4ccccc34)cc(=O)oc2c1	5.4	1.0	-8.7	-48.3	1.4	5.7	6.3	1.5	-6.4	-34.5
O=C(Nc1ccc(S(=O)(=O)N2CCCC2)cc1)c1ccc(CN2CCc3ccccc3C2)cc1	2.1	-0.2	7.9	-22.7	-6.0	-1.9	2.3	8.8	2.4	-11.5
C/C(=N\NC(=O)c1cccc(O)c1)c1cccc(NC(=O)c2ccc(F)cc2)c1	-1.6	-3.3	-16.5	-34.5	-1.3	-6.2	-0.8	-4.8	0.3	4.2
CCCc1cc(=O)n2[nH]c(NCc3ccc(OC)cc3)nc2n1	2.8	0.2	-6.3	5.3	-2.7	0.1	-0.3	-2.0	-1.6	1.6
Cc1ccc(-n2c(=O)c3sccc3n(CC(=O)NC3CCCC3)c2=O)cc1	3.6	-1.6	-7.1	-20.9	.	2.4	0.9	7.5	-0.3	-7.1
O=[S@]1Oc2ccccc2-c2ccccc21	3.9	-27.4	-2.5	-19.9	.	-2.6	-1.0	-1.8	-6.9	5.3

Going on with the list.
SMILES	cardiac RTF act	LANA DNA inh	Cardiac RTF inh	HTR5A inv ctr	CAL-PDZ inh HTS	V-ATPase pH	OPRM1-OPRD1 ag	HTR5A ag	Keap1-Nrf2 PPI	MOR-DOR inv ag
CCOC(=O)CCCc1c[nH]c2ccccc12	4.7	0.1	-7.9	-20.7	.	5.1	2.6	-3.3	-5.0	-14.7
COc1ccc(C(=O)CC(=O)C(=O)NCCc2cccc(C)c2)cc1	0.8	1.6	-10.5	-42.4	0.5	0.2	1.5	15.9*	-6.9	-9.2
O=C(NCCCNC(=O)c1ccccc1Cl)c1cnccn1	-3.9	0.4	-8.9	-10.7	0.7	-2.2	-1.1	1.9	-6.8	6.9
O=C(N[C@@H]1C/C=C\C[C@H](CC(=O)N(CCO)Cc2ccccc2)C(=O)N[C@@H](Cc2ccccc2)COC1=O)OCC1c2ccccc2-c2ccccc21	-3.3	-1.0	-3.8	-12.0	-4.9	-3.8	-1.4	4.7	-0.8	7.7
Cc1ccc(Oc2ccc3c(c2)C(=O)N(c2cccc4cccnc24)C3=O)cc1	-1.2	0.4	-3.6	-0.3	.	2.7	-1.5	0.8	-2.6	7.5
Cc1ccccc1OCCn1c(S(=O)(=O)O)nc2c(N)ncnc21	-0.6	0.4	-7.3	10.4	-8.0	-2.6	-3.3	-2.9	-1.0	15.3
FC(F)(F)c1cnc(Oc2cccc3ccccc23)c(Cl)c1	12.5	1.2	8.8	-22.2	-2.7	-4.1	3.0	0.8	-3.4	-15.0
CSc1nc(N)nc2c1ncn2CC(=O)NCC(c1ccccc1)c1ccccc1	0.2	-1.5	-9.2	.	-9.1	-1.9	.	.	2.7	.
Cc1ccc(-c2cc(C(=O)N/N=C/c3c(C)nn(C)c3C)c3ccccc3n2)cc1C	2.5	2.2	-7.5	-51.3	0.4	12.1*	3.2	3.2	-3.7	-18.1
CC[C@]12c3[nH]c4cc(CCC(=O)N(C)C)ccc4c3CCN1C(=O)[C@@H](CC(=O)NCCCN(C)C)C[C@@H]2C(=O)N1CCN(C(=O)C2CC2)CC1	-4.3	-0.5	2.0	-5.5	-1.2	-0.4	-3.6	1.6	-3.9	17.6
COc1ccc(C(=O)Nc2ccccc2)cc1S(=O)(=O)NCc1ccco1	-2.2	-1.1	-9.9	12.7	4.8	-0.3	0.6	-4.8	0.5	-4.8
CC(=O)N1CCN(S(=O)(=O)c2cccc(C(=O)Nc3cc(C(F)(F)F)ccc3N3CCOCC3)c2)CC1	-0.8	-0.8	-4.2	-16.7	-0.3	5.8	-1.5	0.9	-2.6	8.2
CCCN(C(=O)C(C)Oc1cccc(Cl)c1)c1c(N)n(Cc2ccccc2)c(=O)[nH]c1=O (stereo not drawn)	0.4	0.1	-0.4	-6.7	.	-3.5	-1.9	2.7	-4.6	12.8
COc1cc2cc(C(=O)N3CCN(Cc4ccc5c(c4)OCO5)CC3)c(=O)oc2cc1OC	1.0	1.3	-3.3	-0.5	-1.9	-1.1	-1.9	-2.6	1.9	9.7
Cc1ccc2[nH]c3c(=O)n(CC(=O)Nc4ccccc4N4CCN(C)CC4)ncc3c2c1	-4.1	-1.9	-2.0	3.1	3.6	-0.6	1.3	-2.8	-1.2	-6.3
CCN(C(=O)CSc1nnc(C)c(=O)[nH]1)c1cccc2ccccc12	-4.0	-2.1	-4.1	1.0	1.4	-1.4	-1.1	3.9	-0.9	4.3
COc1ccc(N(C(=O)c2ccco2)C(C(=O)NC2CCCC2)c2cc(OC)c(OC)c(OC)c2)cc1 (stereo not drawn)	2.2	-0.6	-3.1	0.7	-1.4	0.8	-2.1	-1.4	-3.3	13.6
CCc1ccc(N(C(=O)c2csnn2)C(C(=O)NC2CCCCC2)c2cccnc2)cc1 (stereo not drawn)	0.8	0.1	-13.4	-18.5	.	1.6	-0.6	-0.4	-2.3	4.5
c1ccc(Cn2nnnc2C(c2ccccn2)N2CCN(c3ccccc3)CC2)cc1 (stereo not drawn)	-11.6	-2.5	2.8	2.9	-4.8	2.0	-0.1	-0.8	-3.7	0.3
O=C(NCc1ccccn1)c1ccc(OC2CCN(Cc3ccc(F)cc3F)CC2)cc1	-3.5	0.5	-6.2	9.6	4.3	0.5	-3.7	0.0	-6.0	18.9
CCOC(=O)C1(S(=O)(=O)c2ccccc2)CCN(Cc2ccccc2)CC1	0.8	0.7	-8.1	10.9	.	-1.3	1.5	-4.6	1.2	-7.1
O=C(CSc1nnnn1-c1cccc2c1CCCC2)NC1CCCC1	1.6	-0.8	8.8	0.6	-0.3	1.9	-1.2	-4.3	-4.8	7.1
Cc1cc(C)nc(SCc2ccc(C(=O)N/N=C/C3CCCCC3)cc2)n1	-6.1	-1.2	6.5	-12.1	-0.6	1.9	-1.9	1.9	-1.1	11.6
C=CCNc1nc(-c2ccc(OC)cc2OC)cs1	0.8	0.5	-8.0	-13.1	-1.1	1.4	-0.1	5.0	-1.3	0.8
O=C(OCC(=O)N1CCOCC1)c1c(Cl)ccc(Cl)c1Cl	-0.3	-0.7	-5.2	-7.2	-1.9	-2.5	-1.2	2.6	3.5	5.5

Other compounds follow:
SMILES	cardiac RTF act	LANA DNA inh	Cardiac RTF inh	HTR5A inv ctr	CAL-PDZ inh HTS	V-ATPase pH	OPRM1-OPRD1 ag	HTR5A ag	Keap1-Nrf2 PPI	MOR-DOR inv ag
CCCOc1ccc(CNC(=O)Cc2cccs2)cc1	2.2	-0.7	-13.1	-7.7	-9.3	0.7	-2.8	2.0	-5.0	15.9
CCOC(=O)c1c(C)nc(-c2ccccc2)nc1NC(C)=O	-8.1	0.8	-6.9	-10.3	.	-3.1	-3.1	2.9	3.2	14.5
Cc1sc(Cc2nc(O)cs2)nc1-c1ccccc1	.	-2.1	.	.	19.6	0.2	.	.	-6.7	.
CCOC(=O)c1ccc(COc2ccc(C(C)C)cc2)o1	-7.0	0.4	-1.5	-9.8	-3.4	.	5.9	-0.2	-1.8	-42.5
O=C(NCCCc1ccccc1)C1CCC(CNc2c(N3CCCCC3)c(=O)c2=O)CC1 (stereo not drawn)	-2.3	2.4	-13.6	-9.3	-0.6	0.3	-2.5	3.2	-1.5	13.6
Cc1ccc(C)c(NC(=O)CN(C)C(=O)Cn2c(=O)oc3ccccc32)c1	-1.2	-1.5	-9.5	11.8	-3.8	-3.1	-1.1	-4.5	-5.2	7.4
